# TRHR ag – qHTS for Small Molecule Agonists and Allosteric Enhancers of Human TRH Receptor: Primary Screen for Agonists. Thyrotropin-releasing hormone receptor (Homo sapiens), P34981. TRHR cells, calcium flux fluo-8, FDSS agonist mode. activation, % at 2 µM. 360,000 compounds, 0.18% hits. AID 493084, 2011; in the data active = activation above about 30%; also: 0% is about no effect
#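 Steps: seed TRHR cells overnight; add fluo-8 no-wash Ca dye, RT 30 min–1.5 h; record 10 s baseline; pin-transfer compounds; monitor fluorescence 1 cycle/s for the agonist window. Calcium increases flag candidate agonists.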
# USP1 inh – Inhibitors of USP1/UAF1: Primary Screen. Ubiquitin carboxyl-terminal hydrolase 1 (Homo sapiens), O94782. recombinant USP1/UAF1, Ub-Rhodamine cleavage fluorescence. Potency, µM (series often up to 57.1 µM), inactives show at the top dose activity change, negative = inhibition, usual class: inhibitors. 390,000 compounds, 0.23% hits; also: potency is read from the fitted curve at half-maximal effect; % is scaled to controls: 0 for no effect and ±100 for the full control effect; nearly all actives have a fitted effect of over 60% in size; inactives centre near -12
#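 1 nM enzyme complex + cpd, 15 min RT; start with Ub-Rho 150nM final; kinetic fluorescence ex 480/em 540, 6 reads q60 s. Buffer 50mM HEPES pH 7.8, 0.5mM EDTA, 0.1 mg/ml BSA, 1mM TCEP, 0.01% Tween-20.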
# mIDH1 inhibitor – qHTS for Inhibitors of mutant isocitrate dehydrogenase 1 (IDH1): qHTS; 390,000 compounds, 0.093% hits; IDH1-R132H enzyme, NADPH consumption, diaphorase/resazurin fluorescence; AID 602179, 2012; Potency, µM (titrated, usually from 76.6 µM), for the others: at the highest dose activity change, negative = inhibition, hits mostly inhibitors; also: potency is read from the fitted curve at half-maximal effect; % is scaled to controls: 0 for no effect and ±100 for the full control effect; nearly all actives have a fitted effect of over 65% in size
# Target sequence (O75874 whole entry R132H, stated change not applied): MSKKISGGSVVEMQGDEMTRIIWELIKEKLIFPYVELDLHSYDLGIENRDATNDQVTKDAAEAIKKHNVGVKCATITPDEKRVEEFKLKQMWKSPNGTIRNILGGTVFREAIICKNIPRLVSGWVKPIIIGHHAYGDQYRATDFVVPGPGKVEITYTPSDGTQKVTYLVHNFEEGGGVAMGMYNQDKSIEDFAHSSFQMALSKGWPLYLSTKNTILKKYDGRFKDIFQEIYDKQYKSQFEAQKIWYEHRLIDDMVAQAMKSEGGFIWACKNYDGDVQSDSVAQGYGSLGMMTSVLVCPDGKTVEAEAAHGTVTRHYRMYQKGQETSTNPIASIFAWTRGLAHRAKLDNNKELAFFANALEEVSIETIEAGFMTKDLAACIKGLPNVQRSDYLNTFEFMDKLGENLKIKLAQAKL
#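 IDH1-R132H (0.5 ug/mL dispensed) in pH 7.5 Tris buffer was preincubated 30 min with compound, then given a substrate mix of 0.016 mM NADPH and 2 mM alpha-KG for 80 min at room temperature; remaining NADPH was read by diaphorase/resazurin fluorescence.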
# Pin1 inh – qHTS Assay to Find Inhibitors of Pin1; Peptidyl-prolyl cis-trans isomerase NIMA-interacting 1 (Homo sapiens), Q13526; Pin1 FP peptide displacement, HiFluor488, 10 min; 390,000 compounds, 0.009% hits; Potency, µM (top dose mostly 115 µM), for the others: at the highest dose activity, negative = inhibition, actives largely listed as inhibitors; active = well fitted inhibition curve with a large enough effect in the polarisation, with a control signal flat, not every such curve was filed as active; inconclusive = small, poorly fitted or top-dose-only effect, or effect the other way, or a change in a side signal; inactive = no such curve, though single readings can be large or run the other way; the % refers to the polarisation; also: potency is read from the fitted curve at half-maximal effect; % is scaled to controls: 0 for no effect and ±100 for the full control effect
# Target sequence (Q13526 whole entry, looked up): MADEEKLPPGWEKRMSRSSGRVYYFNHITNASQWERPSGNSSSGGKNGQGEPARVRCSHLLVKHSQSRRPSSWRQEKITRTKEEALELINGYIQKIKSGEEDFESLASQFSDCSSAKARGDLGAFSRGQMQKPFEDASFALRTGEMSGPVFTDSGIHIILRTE
# TrxR1 substrate – qHTS Assay for Substrates of Mammalian Selenoprotein Thioredoxin Reductase 1 (TrxR1): qHTS; AID 588456, 2011; Thioredoxin reductase 1, cytoplasmic (Rattus norvegicus), O89049; purified TrxR1 substrate turnover, NADPH consumption readout; 390,000 compounds, 0.01% hits; Potency, µM (highest dose often 114 µM), inactives show at the highest dose activity change, negative = substrate turnover; also: potency is read from the fitted curve at half-maximal effect; % is scaled to controls: 0 for no effect and ±100 for the full control effect; nearly all actives have a fitted effect of over 50% in size
# Target sequence (O89049 whole entry, looked up): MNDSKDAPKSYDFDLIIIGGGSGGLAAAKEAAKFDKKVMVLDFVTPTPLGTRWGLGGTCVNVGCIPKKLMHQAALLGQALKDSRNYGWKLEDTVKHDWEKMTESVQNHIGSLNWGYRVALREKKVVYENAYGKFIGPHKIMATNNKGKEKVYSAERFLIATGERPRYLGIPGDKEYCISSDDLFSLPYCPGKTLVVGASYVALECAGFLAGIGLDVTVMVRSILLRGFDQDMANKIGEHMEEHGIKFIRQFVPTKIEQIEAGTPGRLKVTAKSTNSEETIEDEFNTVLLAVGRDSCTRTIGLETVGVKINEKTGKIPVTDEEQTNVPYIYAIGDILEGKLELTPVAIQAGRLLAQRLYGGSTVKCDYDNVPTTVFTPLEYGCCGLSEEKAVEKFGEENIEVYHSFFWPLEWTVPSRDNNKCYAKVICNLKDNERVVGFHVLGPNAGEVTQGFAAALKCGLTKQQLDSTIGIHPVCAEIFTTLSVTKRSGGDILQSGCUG
#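 Rat TrxR1, dispensed at 90 nM, was prereduced with 400 uM NADPH (final) for 5 min at ~22 deg C, then incubated with compound 15 min before 400 uM selenite. A first-read NADPH fluorescence drop versus no-compound background flagged substrates.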
# rTrxR1 inhibitor – qHTS Assay for Inhibitors of Mammalian Selenoprotein Thioredoxin Reductase 1 (TrxR1): qHTS; recombinant rTrxR1, NADPH fluorescence consumption, selenite substrate; Potency, µM (doses to about 114 µM), for the others: at the top dose activity change, negative = inhibition, actives largely listed as inhibitors; 390,000 compounds, 1% hits; AID 588453, 2011; also: potency is read from the fitted curve at half-maximal effect; % is scaled to controls: 0 for no effect and ±100 for the full control effect; nearly all actives have a fitted effect of over 65% in size
#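 Rat TrxR1 (90 nM in the dispensed reagent) was pre-reduced with 400 uM NADPH for 5 min at room temperature, then incubated with compound for 15 min. After 400 uM selenite was added, NADPH fluorescence (Ex 340/Em 450 nm) was followed for 8 min.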
# D2 agonist – HTS Assay for Allosteric Agonists of the Human D2 Dopamine Receptor: Primary Screen for Agonists | HEK293 T-REx D2 cells, calcium flux agonist mode | activation, % at 2 µM | 340,000 compounds, 0.53% hits | AID 485358, 2010;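 active = activation over 3 SD above normal in the single-dose calcium agonist read, cut at about 30% in these data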; also: 0% is about no effect
#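 Tetracycline-induced HEK293 Trex cells with D2 receptor force-coupled to calcium signaling, plated overnight at 30 C and loaded with no-wash calcium dye. Calcium flux read kinetically for 180 s after compound addition; responses flag agonists.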
# D2 antag – HTS Assay for Allosteric Antagonists of the Human D2 Dopamine Receptor: Primary Screen for Antagonists; 340,000 compounds, 2% hits; inhibition, % at 10 µM; D(2) dopamine receptor (Homo sapiens), P14416; HEK293 TREx D2 cells, calcium flux, dopamine EC80; in the data active = inhibition above about 30%; also: 0% is about no effect
#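 Cells plated overnight at 30 C with tetracycline; no-wash calcium dye, 30–90 min RT; 10 s baseline; compound pinned; 180 s read; EC80 dopamine added; another 180 s read.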
# TRHR PAM – qHTS for Small Molecule Agonists and Allosteric Enhancers of Human TRH Receptor: Primary Screen for Enhancers; enhancement, % at 2 µM; TRHR cells, fluo-8 calcium fluorescence, EC20 TRH enhancement; 360,000 compounds, 0.66% hits; Thyrotropin-releasing hormone receptor (Homo sapiens), P34981; AID 493056, 2011; in the data active = enhancement above about 30%; also: 0% is about no effect
#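 Enhancer read-out: after compound pinning and an initial kinetic agonist-mode read, an EC20 of TRH (10 nM final) was injected and fluo-8 calcium signal (Ex 480/Em 530) followed at 1 s/cycle for 100 cycles in TRHR-expressing cells.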
# * hit, by the source's call; ? = inconclusive; . = no result given; [ ] = remark or other dose. Unless noted, calls follow the shape of the dose curve; as a rule, active = well fitted inhibition curve with a large enough effect; inconclusive = small, poorly fitted or top-dose-only effect; inactive = no such curve, though single readings can be large or run the other way. These rows are one share of the data, so the mix of outcomes need not match the whole.
SMILES,TRHR ag,USP1 inh,mIDH1 inhibitor,Pin1 inh,TrxR1 substrate,rTrxR1 inhibitor,D2 agonist,D2 antag,TRHR PAM
NS(=O)(=O)c1ccc(NC(=O)CSc2nnc(-c3cnccn3)n2-c2ccccc2)cc1,0.9,-13%,3%,0%,-5%,-3%,0.6,-26,5
Cc1ccc(NC(=O)CSc2nc3c(c(=O)[nH]2)CCC3)cc1Cl,0.0,-21%,.,9%,-1%,26%,-0.5,.,-2
CC(C)Cc1nnc(NC(=O)CN2C(=O)NC3(CCCC3)C2=O)s1,1.8,-9%,9%,-2%,-9%,-10%,0.5,-5,19
N#Cc1nc(-c2ccc(OCc3ccccc3)cc2)oc1NCCN1CCOCC1,0.0,.,.,.,.,.,0.6,-7,0
O=C(CNC(=O)c1ccco1)NCC(=O)OCc1ccccc1Cl,0.1,-27%,-8%,-6%,-16%,-31%,-0.2,-10,2
CCOP(=O)(OCC)C(C#N)=C1SCN(c2ccc(Cl)cc2)CS1,0.0,-18%,1%,1%,-8%,13µM*,0.6,15,-2
CC(=O)NC(CC(=O)Nc1ccc2c(c1)OCCO2)c1ccccc1 (stereo unspecified),0.3,-24%,-2%,0%,4%,15%,0.2,-1,-1
N#Cc1ccc(OCC(=O)OCC(=O)NC2CC2)cc1,.,-7%,4%,-3%,-11%,-9%,.,.,.
C/C(=N\Nc1cc(N2CCOCC2)ncn1)c1cccc([N+](=O)[O-])c1,-0.5,-17%,8%,1%,3%,12%,0.2,-5,4
CC(C)Cc1nnc(NC(=O)C2CCN(C(=O)c3ccc(F)cc3)CC2)s1,0.3,-7%,4%,-6%,4%,3%,-0.1,1,-5
COc1cc(NC(=S)NN2CCOCC2)cc(OC)c1,.,-3%,0%,-1%,11%[11.4 µM],33%[11.4 µM],.,.,.
Cc1cccc(CN2C(=O)N/C(=C/c3cc(C)n(-c4cc(C)ccn4)c3C)C2=O)c1,-0.2,-19%,-1%,39%[activator],-10%,?,-0.6,-8,-3
O=C(COC(=O)c1cccc(Br)c1)Nc1cccc2c1C(=O)c1ccccc1C2=O,0.7,-7%,-6%,11%,11%[57.1 µM],16%[57.1 µM],0.3,7,4
CCc1ccc(NC(=O)C2CCCN2S(=O)(=O)c2ccc3nc(-c4ccccc4)[nH]c3c2)cc1 (stereo unspecified),-0.1,9%,12%,5%,7%,6%,0.5,.,3
CC12CCC(=O)C=C1CCC1C2CCC2(C)C1CC1C3C(=O)N(Cc4ccccc4)C(=O)C3CC(=O)C12 (stereo unspecified),.,-11%,-6%,7%,-4%,19%,.,.,.
NS(=O)(=O)c1ccc(CCNC(=O)C2CCN(S(=O)(=O)c3ccc(Br)s3)CC2)cc1,0.2,-1%,20%,-3%,3%[57.1 µM],2%[57.1 µM],0.3,3,0
CCOC(=O)c1[nH]c2ccc(OC)cc2c1NS(=O)(=O)c1ccc(OC)cc1OC,0.0,-24%,1%,?,4%[57.1 µM],-3%[57.1 µM],-0.5,-14,8
O=C(N/N=C/c1ccsc1)C1CC1,0.1,-4%,-5%,-2%,-9%,?,0.1,0,1
Cc1cc(C)c2c(N)c(C(=O)NN)sc2n1,0.8,-5%,-1%,-1%,5%,3%,0.0,-7,-6
O=C(Nc1ccc(F)cc1)C1CCN(S(=O)(=O)c2cccs2)CC1,-1.5,-23%,0%,-2%,-7%,-6%,-3.5,2,-6
CC1CCN(Cc2cc(=O)oc3cc(O)c(Cl)cc23)CC1,0.4,-7%,7%,?,383%[activator],90%[activator],-0.4,26,3
COc1cc(C(=O)NCCC2=CCCCC2)cc(OC)c1OC,0.0,-15%,8%,-4%,3%,-3%,-1.5,-3,5
CCNc1nc2c(c(=O)[nH]c(=O)n2C)n1CC(O)COc1ccc(Cl)cc1Cl (stereo unspecified),-0.6,?,.,-6%,0%,2%,-2.7,.,6
COc1cccc(C(=O)N2CCC(C(=O)NCc3ccc(C)cc3)CC2)c1,-1.2,-8%,-2%,0%,0%,11%,-0.5,11,21
O=C1c2ccccc2-c2onc3c(N4CCN(CCO)CC4)cc(N4CCN(C(=O)c5ccco5)CC4)c1c23,0.5,?,9%,?,1%,?,1.6,-4,0
COc1ccc(S(=O)(=O)c2c(O)c3ccc(C(=O)Nc4ccccc4Cl)cc3[nH]c2=O)cc1,0.7,-9%,-2%,-2%,4%[57.1 µM],13%[57.1 µM],1.5,0,32*
Cc1nc2nc(COc3ccccc3)[nH]n2c(=O)c1Cl,0.1,-5%,19%,?,0%,0%,0.1,11,2
CCn1c(SCC(=O)NCC2CCCO2)nnc1-c1ccccc1 (stereo unspecified),-0.3,0%,8%,6%,-8%,-20%,.,.,0
Cc1ccc(S(=O)(=O)N/N=C2/CCCCC2C2CCCCC2)cc1[N+](=O)[O-] (stereo unspecified),0.4,-11%,-2%,5%,-2%,6%,.,.,1
O=c1cc(N2CCN(Cc3ccccc3)CC2)[nH]c(=O)n1-c1ccc(Br)cc1,-0.1,-20%,-5%,-6%,3%,?,0.6,38*,0
O=C(CSc1nc2ccc(Cl)cc2[nH]1)NCc1ccco1,-0.4,2%,2%,-8%,7%,?,0.4,-9,4
COC(=O)c1ccc(CNC(=O)c2ccc3oc(C(C)C)nc3c2)cc1,0.2,-11%,3%,9%,0%,-7%,-0.2,2,7
COc1ccc(/C=N/N=C2/NC(=O)C(c3ccccc3)S2)c(OC)c1 (stereo unspecified),0.1,-10%,6%,1%,-11%,-11%,-1.0,-19,7
COCCCn1c(=O)c2sccc2n2c(CCCC(=O)Nc3cccc(C(F)(F)F)c3)nnc12,0.4,-11%,-3%,-4%,7%,5%,0.4,.,12
CC(C)CC(=O)Nc1ccc(S(=O)(=O)Nc2cc3c(cc2N2CCOCC2)n(C)c(=O)c(=O)n3C)cc1,-0.5,-31%,9%,4%,1%[57.1 µM],1%[57.1 µM],.,.,-5
CC(=O)Nc1ccc(S(=O)(=O)N2CCN(c3ccc(C)c(Cl)c3)CC2)cc1,-0.3,1%,-3%,2%,-6%,-3%[57.1 µM],0.2,-12,10
CCN(C(=S)NCc1ccccc1)c1ccccc1,0.4,-22%,-14%,1%,-1%,-3%,0.1,-7,-5
Cc1ccc(SCCNC(=O)CN(c2ccccc2)S(=O)(=O)N(C)C)cc1,-1.1,?,-11%,-5%,-3%,23%,-0.6,.,3
O=C(CSc1nncn1-c1ccccc1)N1CCCC1,0.6,-6%,-3%,-29%,-1%,26%,0.1,-1,-4
COc1ccc(N2CCN(C(=O)CCn3c(=O)[nH]c4cc(OC)c(OC)cc4c3=O)CC2)cc1,0.6,?,-1%,0%,-1%,13%,-1.5,.,4

# Just USP1 inh, mIDH1 inhibitor and TrxR1 substrate, for 2 of the compounds above:
mol | USP1 inh | mIDH1 inhibitor | TrxR1 substrate
COc1ccc(/C=N/N=C2/NC(=O)C(c3ccccc3)S2)c(OC)c1 (stereo unspecified) | -10% | 6% | -11%
COc1cccc(C(=O)N2CCC(C(=O)NCc3ccc(C)cc3)CC2)c1 | -8% | -2% | 0%

# Whole records, looked up by structure.
# Record of CCn1c(SCC(=O)NCC2CCCO2)nnc1-c1ccccc1 (stereo unspecified) = TRHR ag = -0.3; USP1 inh = 0%; mIDH1 inhibitor = 8%; Pin1 inh = 6%; TrxR1 substrate = -8%; rTrxR1 inhibitor = -20%; D2 agonist = .; D2 antag = .; TRHR PAM = 0
# Record of COCCCn1c(=O)c2sccc2n2c(CCCC(=O)Nc3cccc(C(F)(F)F)c3)nnc12 = TRHR ag = 0.4; USP1 inh = -11%; mIDH1 inhibitor = -3%; Pin1 inh = -4%; TrxR1 substrate = 7%; rTrxR1 inhibitor = 5%; D2 agonist = 0.4; D2 antag = .; TRHR PAM = 12

# Next section
SMILES,TRHR ag,USP1 inh,mIDH1 inhibitor,Pin1 inh,TrxR1 substrate,rTrxR1 inhibitor,D2 agonist,D2 antag,TRHR PAM
CCn1c(=O)oc2cc(NC(=O)CCl)ccc21,0.4,-16%,-6%,0%,12%,-55%,-0.1,-14,-1
COc1ccc(N2CCN(Cc3nnc(-c4ccccc4)o3)CC2)cc1,0.4,-22%,4%,-7%,8%,18%,0.0,9,1
COc1ccc(CNC(=O)C2CC(=O)N(C3CCCC3)C2)cc1 (stereo unspecified),0.0,-28%,12%,-2%,-1%,2%,1.3,-11,0
Cc1cccc(NC(=O)c2cc3ccccc3nc2C)c1,0.9,-18%,20%,?,6%,33%[activator],0.9,25,1
Cc1cc(=O)[nH]c(SCC(=O)Nc2ccc(N3CCCCC3)cc2)n1,.,-10%,1%,2%,-3%,8%,.,.,.
O=C(CCN1C(=O)c2ccc(Br)cc2C1=O)NC1CCCCC1,0.2,3%,6%,4%,-3%,3%,0.5,1,7

# Screening data as filed in PubChem.
